dFosB act = activators of mouse delta FosB homodimer. activation, % at 25 µM. purified delta FosB, TAMRA-CDK5 oligo fluorescence polarization; percent of positive-control signal above neutral wells. AID 493131. P13346. actives 0.99% (n = 340,000);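 active = mean activation above about 17%, with every replicate also reaching it, limit read from the data, passing the limit was not always enough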;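 also: fluorescence polarization rise as delta FosB binds a TAMRA Cdk5 AP-1 oligo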
Wnt bcat act = Wnt/beta-catenin pathway activation | Wnt/beta-catenin reporter cell assay, activator, plate reader | activation, % at 9.35 µM | actives 1.2% (n = 300,000) | AID 743398; in the data active = activation above about 30%, passing the limit was not always enough;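 also: 0% = neutral control wells and 100% = positive control wells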
MITF TRPM1 HTS = increases MITF-driven TRPM1 promoter luciferase signal | activation, % at 12.5 µM | SK-MEL-5 TRPM1-promoter luciferase, 24 h; % of positive control, neutral wells = 0 | actives 0.75% (n = 300,000);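 active = mean activation of at least 80% with every replicate also reaching 80%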;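 also: 0% = neutral control wells and 100% = parthenolide positive control wells; values of inactives mirror those of a sister screen read the other way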
PvdQ acylase = P. aeruginosa PvdQ acylase inhibition. actives 0.063% (n = 340,000). purified PvdQ acylase, fluorescence plate reader. inhibition, % at 10 µM; in the data active = inhibition above about 30%, passing the limit was not always enough;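 also: 0% = vehicle neutral wells and 100% = reference inhibitor wells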
CDK5 p35 inh = blocks human CDK5/p35 kinase activity; Q00535+Q15078; Recombinant CDK5/p35, ADP-Glo luminescence, 60 min; inhibition, % at 10 µM; actives 0.01% (n = 330,000); AID 488839;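 active = highest replicate inhibition of at least 50% and at least 75% of replicates reaching 50%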;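 also: plate controls were DMSO neutral control for no effect and GW8510 at 10 µM for full effect; many of its hits are not listed in these tables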
Target sequence (Q00535 whole entry, looked up): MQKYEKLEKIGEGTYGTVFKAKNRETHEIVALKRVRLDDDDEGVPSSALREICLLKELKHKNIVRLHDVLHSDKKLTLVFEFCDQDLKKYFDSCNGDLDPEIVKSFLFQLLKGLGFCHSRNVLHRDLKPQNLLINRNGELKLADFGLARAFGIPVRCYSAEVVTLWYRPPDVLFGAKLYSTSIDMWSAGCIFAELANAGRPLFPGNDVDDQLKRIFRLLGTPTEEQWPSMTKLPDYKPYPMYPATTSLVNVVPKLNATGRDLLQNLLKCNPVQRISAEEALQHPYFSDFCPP
Target sequence (Q15078 whole entry, looked up): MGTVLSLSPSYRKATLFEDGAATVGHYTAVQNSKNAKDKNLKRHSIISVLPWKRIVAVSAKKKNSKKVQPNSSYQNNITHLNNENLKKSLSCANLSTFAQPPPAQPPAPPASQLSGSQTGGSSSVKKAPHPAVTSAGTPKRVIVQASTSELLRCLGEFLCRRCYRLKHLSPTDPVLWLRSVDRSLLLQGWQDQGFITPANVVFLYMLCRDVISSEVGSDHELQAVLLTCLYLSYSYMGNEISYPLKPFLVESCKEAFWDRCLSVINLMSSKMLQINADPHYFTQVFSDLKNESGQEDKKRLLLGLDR
HTR5A ag = HTR5A agonism, opioid heterodimer counter-screen; P47898; HTR5A agonist assay, luminescence, cell-based; activation, % at 9.3 µM; actives 0.61% (n = 340,000); in the data active = activation mostly above about 9.5%, no sharp cut-off; inactive = mostly below about 7.6%;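 also: 0% = cells with vehicle only and 100% = reference agonist; strong numbers were not always called active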
NSD2 HMT inh = blocks human histone methyltransferase NSD2; O96028; NSD2 peptide methylation, AlphaScreen, 120 min; inhibition, % at 12.5 µM; actives 0.54% (n = 310,000); in the data active = inhibition above about 50%
V-ATPase pH = regulators of yeast V-ATPase proton transport; AID 504577; actives 0.37% (n = 350,000); S. cerevisiae, pHLuorin cytosolic pH fluorescence; response, % at 10 µM; in the data active = response mostly above about 7.3%, no sharp cut-off; inactive = mostly below about 5.4%; also: actives read high; inactives centre near 0; some compounds called inactive have numbers as strong as hits; reference of the scale not given here
HTR5A inv ag = HTR5A inverse agonism, opioid heterodimer counter-screen | P47898 | HTR5A cell line, luminescence | inhibition, % at 9.3 µM | actives 0.083% (n = 340,000) | AID 504634; in the data active = inhibition mostly above about 23%, no sharp cut-off; inactive = mostly below about 18%;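 also: 0% = cells with DMSO and 100% = no-cell wells with DMSO; some compounds called inactive have numbers as strong as hits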
SR-BI HDL uptake = blocks mouse SR-BI lipid uptake from DiI-HDL; Q61009; ldlA[mSR-BI] CHO cells, DiI-HDL uptake fluorescence, 3 h; inhibition, % at 12.5 µM; actives 0.96% (n = 320,000); AID 488896;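 active = mean replicate inhibition of at least 70% and a set share of replicates each scoring 70 or more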;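 also: 0% = median of neutral control wells and 100% = median of positive control wells; values of inactives mirror those of a sister screen read the other way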
Target sequence (Q61009 whole entry, looked up): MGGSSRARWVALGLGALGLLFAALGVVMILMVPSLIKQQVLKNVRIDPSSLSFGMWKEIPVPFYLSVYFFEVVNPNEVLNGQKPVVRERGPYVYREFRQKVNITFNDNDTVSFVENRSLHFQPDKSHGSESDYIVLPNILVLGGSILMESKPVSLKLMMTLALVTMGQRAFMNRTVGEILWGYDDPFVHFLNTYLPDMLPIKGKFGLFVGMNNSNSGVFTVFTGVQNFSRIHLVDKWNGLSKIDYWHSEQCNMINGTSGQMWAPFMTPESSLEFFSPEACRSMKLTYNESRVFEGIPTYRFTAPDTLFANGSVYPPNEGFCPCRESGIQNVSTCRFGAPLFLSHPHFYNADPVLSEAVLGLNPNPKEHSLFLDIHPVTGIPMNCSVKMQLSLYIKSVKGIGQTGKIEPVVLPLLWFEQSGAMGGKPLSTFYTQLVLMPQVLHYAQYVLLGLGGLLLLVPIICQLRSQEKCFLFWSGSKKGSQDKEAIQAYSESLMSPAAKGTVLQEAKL
Numbers without * were called inactive; · = not tested or not shown.

compound	dFosB act	Wnt bcat act	MITF TRPM1 HTS	PvdQ acylase	CDK5 p35 inh	HTR5A ag	NSD2 HMT inh	V-ATPase pH	HTR5A inv ag	SR-BI HDL uptake
CCOC(=O)c1ccc(S(=O)(=O)Nc2ccc3cn[nH]c3c2)cc1	-4	2	·	4	-3.9	6	2	2	-15	-6
COc1ccc(CCNC(=O)CCC2COc3ccccc3O2)cc1OC (stereo not drawn)	-4	·	-6	7	-1.1	0	-1	-9	-4	16
Oc1ccccc1/C=N/NC(=S)NCCc1ccccc1	-2	6	11	2	-0.9	10*	-2	0	-38	26
CCc1n[nH]c2c1/C(=N\O)CC(C)(C)C2	7	·	·	-1	2.3	6	-1	-4	13	-4
COc1ccc(-n2ncc3c(N4CCCCC4)ncnc32)cc1	-3	·	-85	-1	3.3	-2	·	0	6	9
CCOC(=O)c1c(N)sc(C(C)=O)c1C	0	5	·	-5	0.5	13	4	7	-34	-13
CN(C)c1ccc(NC(=O)c2ccc(N3CCOCC3)nc2)cc1	-4	9	32	-4	-3.2	2	3	3	-6	20
Cc1ccc(S(=O)(=O)N2CCN(CC(=O)NCC3(N4CCOCC4)CCCCC3)CC2)cc1	-3	-1	5	-7	0.5	4	5	-5	15	-1
COC(=O)c1sc(-c2ccccc2)cc1NC(=O)c1ccccc1	6	-3	11	-15	0.8	2	1	3	-19	50
Cn1c(CNC(=O)c2ccc(Cl)c(Cl)c2)nnc1SCC(=O)Nc1sc2c(c1C#N)CCCC2	-7	·	-5	-13	-0.4	-2	0	2	1	51
C/C(=N/OC(=O)c1ccc(C)cc1)c1cccs1	-10	-2	·	2	8.5	8	·	2	-21	3
O=c1[nH]n2c(=O)c3c([nH]c2c1N=Nc1cccc(Cl)c1)CCCC3	2	·	·	-6	-3.2	-4	4	-1	42*	-23
CCCC(=O)Nc1nc2c(C)c(Cl)ccc2s1	-7	3	4	-10	2.2	2	-2	3	-12	·
CCOC(=O)c1c(C)[nH]c(C(=O)COC(=O)c2ccccc2NC(=O)c2ccco2)c1C	-3	·	·	1	-0.7	0	-4	3	-19	9
CC(=O)N1CCc2c(sc(NC(=O)Cc3ccccc3)c2C(N)=O)C1	-7	-2	-4	-9	1.2	-2	·	0	4	2
NC(=O)c1cnn2c(C(F)(F)F)cc(-c3ccccc3)nc12	-14	0	19	-5	0.9	0	-1	6	-2	5
C/C(=N\NC(=O)c1ccc(CSc2cccc3cccnc23)cc1)C1CCCCC1	9	-1	2	1	0.6	5	-1	-3	-15	24
CC(=O)c1cccc(CN2CCCC(CCC(=O)NCc3ccc(F)c(F)c3)C2)c1 (stereo not drawn)	4	-1	16	-6	-1.2	-1	-3	-2	-1	-3
Cc1ccccc1C(OCCN(C(C)C)C(C)C)c1ccccc1 (stereo not drawn)	-3	-1	0	8	2.2	9	3	-3	-23	6
COCCn1c(CN(C)Cc2ccccc2)nc2c1c(=O)n(C)c(=O)n2C	-1	-1	-1	-2	1.0	3	·	4	28	-2
Cc1ccc(S(=O)(=O)N2CC(O)C[C@H]2C(=O)OCC(=O)Nc2ccc(N3CCCCC3)cc2)cc1C (stereo partly drawn)	-7	8	6	12	-3.8	-2	3	-2	7	8
COc1ccc(C2C(C(C)=O)=C(O)C(=O)N2c2ccc(F)cc2)cc1 (stereo not drawn)	4	2	6	4	-1.1	-3	4	4	11	-11
CCOC(=O)CSc1nc(C)c2ccccc2n1	1	·	8	-1	-0.4	-9	-3	-1	23	0
O=C1/C(=C/c2cccc(Br)c2)SC(=S)N1/N=C/c1cc([N+](=O)[O-])ccc1O	-5	1	-1	2	1.1	0	·	-2	10	·
COc1cc(Cn2ccnc2)c(OC)cc1Cn1ccnc1	1	·	-4	-6	1.3	6	2	1	-31	-2
COC(=O)c1c(NC(C)=O)sc(C(=O)N2CCOCC2)c1C	-3	-1	1	-7	0.3	7	0	5	6	·
C/C(=N\NC(=S)NCCc1ccccc1)c1ccc(Cl)cc1Cl	-7	-1	2	-5	-0.6	-2	8	1	6	1
CC1CCN(C(=O)COC(=O)c2cc3ccccc3oc2=O)CC1	-3	-3	-3	-10	-0.7	5	-2	-6	-19	-28
COCCNC(=S)Nc1ccc([N+](=O)[O-])cc1C	3	0	-3	-12	0.4	9	-1	1	-3	3
COc1ccc(C(=O)c2ccc(Cl)cc2Cl)cc1	-1	·	-1	11	-1.0	5	·	3	-12	-12
O=C(NC(=S)Nc1nc2ccccc2s1)c1ccco1	-3	53*	0	-5	-0.4	0	-1	0	18	14
COc1ccccc1NS(=O)(=O)c1ccc2oc(SC(C)C(=O)N3CCNC3=O)nc2c1 (stereo not drawn)	-5	-5	4	6	1.5	0	0	-6	-8	0
CC(=O)Nc1ccc(NC(=O)C(C)N2CCN(S(=O)(=O)c3ccc(C)cc3)CC2)cc1 (stereo not drawn)	-3	-2	-7	-15	0.5	0	-3	-2	-9	-8
Cn1c(CSCc2ccc(F)cc2)nnc1SCC(=O)Nc1cccc(C(=O)O)c1	5	3	5	-8	0.5	1	-6	-2	-3	-12
COc1ccc(CC(=O)NNC(=O)c2cccnc2)cc1OC	-5	-1	-1	-6	-0.5	-4	9	-4	10	7
C=CCn1c(SCC(=O)c2ccc(Br)cc2)nnc1C(C)NC(=O)Cc1ccc(OC)cc1 (stereo not drawn)	2	-5	6	-1	-4.3	-1	-4	3	-1	20
Cc1ccc2nc(N/N=C/c3ccccc3C#N)nc(-c3ccccc3)c2c1	-24	5	16	7	1.1	-3	-2	0	-25	69
O=C(CCN1C(=O)c2ccccc2C1=O)Nc1ccc(F)cc1F	1	·	2	-14	0.2	7	-1	0	-12	-11
COc1ccccc1/C=C/C(=O)NC(=S)N1CCN(C)CC1	-2	0	-12	-6	-1.5	3	1	-1	-12	-1
CCCC(CCC)C(=O)NNc1cc(=O)c2c(=O)n(C)c(=O)n(C)c2[nH]1	0	·	-5	1	-1.3	0	1	0	-27	-7
O=S(=O)(NCCCSc1ccccc1)c1ccccc1F	-2	1	-8	3	1.4	-1	-1	-1	-4	·
Cc1[nH]c2ccc(-c3n[nH]c(=S)n3-c3ccccc3)cc2c1C	-8	3	10	0	0.6	-1	-1	-3	5	11
CCOc1cc(C2NC(=O)NC(C)=C2C(C)=O)cc(Cl)c1OCC(=O)O (stereo not drawn)	-2	·	2	2	-1.2	-6	·	3	-13	-2
CC(C)C(NS(=O)(=O)c1cccc(C(F)(F)F)c1)C(=O)NCc1cccs1 (stereo not drawn)	0	0	10	-2	1.3	-3	-1	3	8	6
COc1ccc(C2CC(c3cccs3)=NN2C(=O)CN2CCCCC2)cc1 (stereo not drawn)	-9	4	12	-8	0.9	·	·	-1	·	-26
Cc1ccc(NS(=O)(=O)c2cc(Br)cnc2N)c(Cl)c1	-9	-1	-5	-8	-3.2	-4	·	3	-5	·
CC[C@@H]1[C@H]2CCCC(=O)N3CC[C@@H](C[C@@H]1OC(=O)NCc1ccccc1)[C@@H]23	2	-2	1	2	0.1	-1	·	3	-6	21
COc1ccc(CNC(=O)C2CCC(CNS(=O)(=O)c3cccs3)CC2)cc1 (stereo not drawn)	-11	0	-6	-4	-1.1	0	-3	-2	-1	·
Cc1c(-c2ccccc2)oc2c(C(=O)OCC(=O)Nc3ccc(F)cc3)cccc2c1=O	-21	·	-2	-13	-0.6	-2	0	1	6	8
COc1ccc2c(c1)[nH]c1c(=O)n(/N=C/c3ccc(OC)c(CN4CCCC4)c3)cnc12	66*	0	8	11	-0.2	6	·	-1	-18	-15

Carrying on:
compound	dFosB act	Wnt bcat act	MITF TRPM1 HTS	PvdQ acylase	CDK5 p35 inh	HTR5A ag	NSD2 HMT inh	V-ATPase pH	HTR5A inv ag	SR-BI HDL uptake
Cc1cc(=O)oc2cc(Oc3ncccc3[N+](=O)[O-])ccc12	2	1	3	-11	-0.1	0	-2	-2	-32	12
CCCS(=O)(=O)N1CCC(C(=O)NCCC(C)C)CC1	-4	-2	-8	-11	1.0	-1	-6	-3	-5	-11
O=C(Nc1nnc(-c2ccccc2Cl)s1)c1ccccc1F	1	27	78	-11	-0.4	-2	-1	-5	8	-17
c1ccc(CCn2c(SCc3ccccc3)nnc2-c2ccncc2)cc1	-3	-4	2	13	2.0	0	-2	-1	1	-17
C[C@H](CO)N1C[C@H](C)[C@@H](CN(C)S(=O)(=O)c2ccccc2)Oc2c(NS(=O)(=O)c3ccccc3)cccc2C1=O	-7	-3	-1	-3	-0.4	6	·	0	-18	-5
O=C(Cc1ccccc1)N/N=C/c1ccc2cccc(O)c2n1	-15	0	22	-12	-3.6	0	3	2	14	-12
CCOC(=O)C1C(=O)C=C(c2cccc(NS(C)(=O)=O)c2)CC1c1ccco1 (stereo not drawn)	-9	-6	·	-12	3.0	0	-3	-1	29	28
Cn1cc(CNCc2cnc3ccccn23)c(-c2ccc(Oc3ccccc3)cc2)n1	-5	-8	3	-2	-3.5	2	2	·	4	12
CC1CCC2(CC1)NC(=O)N(CC(=O)Nc1cccc(S(=O)(=O)N3CCOCC3)c1)C2=O (stereo not drawn)	3	11	23	-10	1.3	0	1	0	-12	·
COc1ccc(-c2nnc(SCC(=O)Nc3sc4c(c3C#N)CCC4)n2CC2CCCO2)cc1 (stereo not drawn)	-3	·	-8	3	-0.8	-2	4	-3	2	34

dFosB act, entries above that show a hit
compound	dFosB act	Wnt bcat act	MITF TRPM1 HTS	PvdQ acylase	CDK5 p35 inh	NSD2 HMT inh	V-ATPase pH	SR-BI HDL uptake
COc1ccc2c(c1)[nH]c1c(=O)n(/N=C/c3ccc(OC)c(CN4CCCC4)c3)cnc12	66*	0	8	11	-0.2	·	-1	-15

(further entries)
compound	dFosB act	Wnt bcat act	MITF TRPM1 HTS	PvdQ acylase	CDK5 p35 inh	HTR5A ag	NSD2 HMT inh	V-ATPase pH	HTR5A inv ag	SR-BI HDL uptake
COn1c(C)c(C(C)=O)c2c3no[n+]([O-])c3ccc21	8	·	5	-3	-0.2	0	3	-1	0	25
CN(C)Cc1c(C(=O)N/N=C/C2CC=CCC2)nnn1-c1nonc1N (stereo not drawn)	0	-3	-4	3	-0.3	9	-9	-3	-24	5
COc1ccc(CC(=O)N(C)Cc2cccc(F)c2)cc1S(=O)(=O)N1CCOCC1	1	-4	3	-19	0.9	5	0	-1	-15	-15
CC(c1ccncc1)C(C)c1ccncc1 (stereo not drawn)	-1	-1	-10	2	-0.4	-6	·	-5	16	-36
CCCCC#Cc1cncc(C(=O)N/N=C/c2ccccc2)c1	-7	0	-7	7	1.2	-2	-2	-2	-8	-12
Cc1cccc(C)c1NC(=O)C1C2C=CC(C2)C1C(=O)NCc1ccccn1 (stereo not drawn)	-3	-3	-11	3	5.8	-4	-2	-4	9	-32
CS(=O)(=O)N(CC(=O)NC1CCCC1)Cc1ccc(Cl)cc1	5	·	-10	-2	1.1	3	-3	-4	-17	-12
COc1ccc(Br)cc1CNC(=O)CCN1C(=O)COc2ccccc21	-13	-1	-5	-13	-2.8	-5	1	1	13	30
CC(NC(=O)COC(=O)c1ccccc1Nc1ccccc1)c1ccccc1 (stereo not drawn)	4	·	-2	-13	0.2	0	-1	3	4	55

Three compounds already listed, arranged by SMILES length, lowest first.
compound	dFosB act	Wnt bcat act	MITF TRPM1 HTS	PvdQ acylase	CDK5 p35 inh	HTR5A ag	NSD2 HMT inh	V-ATPase pH	HTR5A inv ag	SR-BI HDL uptake
COc1ccc(CC(=O)NNC(=O)c2cccnc2)cc1OC	-5	-1	-1	-6	-0.5	-4	9	-4	10	7
COc1ccc2c(c1)[nH]c1c(=O)n(/N=C/c3ccc(OC)c(CN4CCCC4)c3)cnc12	66*	0	8	11	-0.2	6	·	-1	-18	-15
Cc1ccc(S(=O)(=O)N2CC(O)C[C@H]2C(=O)OCC(=O)Nc2ccc(N3CCCCC3)cc2)cc1C (stereo partly drawn)	-7	8	6	12	-3.8	-2	3	-2	7	8
